# GSH bead fluor – compound fluorescence on glutathione beads, profiling panel, artefact control, biophysical, 488/530 nm, flow cytometry; AID 1776, 2009; fluorescence (KMESF) at 10 µM; 0.25% of 190,000 active; GSH beads flow cytometry, compound fluorescence 488/530 nm; stronger effect = higher value; in the data active = fluorescence above about 89;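 also: glutathione beads carrying GST-tagged Bcl family fusion proteins plus one bare bead set; values are compound well signal with DMSO vehicle wells as background; inactives centre near 16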
# RGS7-Gao reg – RGS7-Galphao binding modulators, primary screen, biochemical, multiplexed bead flow cytometry; AID 1439, 2008; Guanine nucleotide-binding protein G(o) subunit alpha (Homo sapiens), P09471; actives lie on both sides; 0.35% of 220,000 active; binding response (% of control), % at 10 µM; in the data active = binding response below about 49% or above about 150%;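 also: fluorescent Galphao held in activated GDP-AlF4 state binding bead-coupled RGS7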
# Target sequence (P09471 whole entry, looked up): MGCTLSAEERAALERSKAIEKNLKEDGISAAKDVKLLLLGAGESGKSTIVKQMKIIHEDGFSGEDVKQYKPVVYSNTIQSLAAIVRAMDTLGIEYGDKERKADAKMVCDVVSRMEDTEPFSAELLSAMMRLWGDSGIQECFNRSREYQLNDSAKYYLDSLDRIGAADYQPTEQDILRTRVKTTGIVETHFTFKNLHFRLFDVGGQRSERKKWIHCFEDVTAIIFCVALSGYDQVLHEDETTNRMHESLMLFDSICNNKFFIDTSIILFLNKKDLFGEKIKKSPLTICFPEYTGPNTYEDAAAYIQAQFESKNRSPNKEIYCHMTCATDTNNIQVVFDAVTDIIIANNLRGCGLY
# RGS4-Gao reg – modulators of RGS4 binding to Galphao, primary screen, biochemical, multiplexed bead flow cytometry; binding response (% of control), % at 10 µM; 0.33% of 220,000 active; actives lie on both sides; Guanine nucleotide-binding protein G(o) subunit alpha (Homo sapiens), P09471; AID 1415, 2008; in the data active = binding response below about 49% or above about 150%; inactive = in between;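 also: fluorescent Galphao activated with aluminum fluoride binding bead-coupled RGS4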
# Bfl-1 Bim block – inhibitors of Bim binding to Bfl-1, primary screen, biochemical, multiplexed, bead-based flow cytometry. Bcl-2-related protein A1 (Homo sapiens), Q16548. Bim-Bfl-1 binding inhibition. inhibition, % at 10 µM. 0.12% of 190,000 active;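 also: 0% = wells without compound plus tracer and 100% = blocker peptide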
# RGS8-Gao reg – RGS8-Galphao binding modulators, primary screen, biochemical, multiplexed bead flow cytometry | actives lie on both sides | response (percent of control binding), % at 10 µM | 0.34% of 220,000 active; in the data active = response below about 60% or above about 140%; inactive = in between;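 also: Galphao activated as the GDP aluminium fluoride complex binding bead-coupled RGS8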
# Bim-Bcl-XL – inhibitors of Bim-Bcl-XL binding, primary screen, biochemical, multiplexed, bead flow cytometry, human Bcl-XL | Bcl-2-like protein 1 (Homo sapiens), Q07817 | Bim peptide-Bcl-XL binding, fluorescence | inhibition, % at 10 µM | 0.04% of 190,000 active | AID 1007, 2008
# Bim-Mcl-1 – inhibitors of Bim peptide binding to Mcl-1, primary screen, biochemical, bead-based flow cytometry, multiplex; inhibition, % at 10 µM; 0.1% of 190,000 active; Bim peptide-Mcl-1 binding; Induced myeloid leukemia cell differentiation protein Mcl-1 (Homo sapiens), Q07820;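 also: 0% = no compound tracer wells and 100% = peptide blocker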
# Bcl-B Bim block – inhibitors of Bim-Bcl-B binding, primary screen, biochemical, multiplexed, human Bcl-2 family; 0.073% of 190,000 active; AID 951, 2007; inhibition, % at 10 µM; Bcl-2-like protein 10 (Homo sapiens), Q9HD36; bead-based flow cytometry, Bim peptide-Bcl-B binding;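 also: 0% = tracer peptide without compound and 100% = reference inhibitor peptide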
# Target sequence (Q9HD36 whole entry, looked up): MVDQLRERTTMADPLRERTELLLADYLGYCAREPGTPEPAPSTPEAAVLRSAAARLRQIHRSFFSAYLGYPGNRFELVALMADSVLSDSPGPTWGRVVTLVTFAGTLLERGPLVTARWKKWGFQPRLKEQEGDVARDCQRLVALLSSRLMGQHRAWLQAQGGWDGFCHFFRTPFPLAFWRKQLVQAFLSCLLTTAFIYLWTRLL
# Bcl-W Bim block – inhibitors of Bim binding to Bcl-W, primary screen, biochemical, multiplexed, bead-based flow cytometry; AID 952, 2007; inhibition, % at 10 µM; 0.02% of 190,000 active; Bim peptide-Bcl-W binding;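 also: 0% = bound tracer without compound and 100% = peptide blocker; higher means less fluorescent Bim peptide bound to Bcl-W beads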
# Bim-Bcl-2 – inhibitors of Bim-Bcl-2 binding, primary screen, biochemical, multiplexed, human Bcl-2 family. Bead-based flow cytometry, Bim peptide-Bcl-2 binding. inhibition, % at 10 µM. 0.06% of 190,000 active. AID 950, 2007; in the data active = inhibition above about 40%;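 also: 0% = no compound wells with probe peptide and 100% = reference peptide inhibitor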
# Mcl1 Bid PPI – Mcl-1/Bid binding inhibitors, primary screen, biochemical, TR-FRET, 1536-well. Induced myeloid leukemia cell differentiation protein Mcl-1 (Homo sapiens), Q07820. TR-FRET Mcl-1/Bid-Dy647 peptide binding. inhibition, % at 21.7 µM. 0.97% of 220,000 active. AID 1021, 2008;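 active = compounds that cut the binding signal by more than half at the single screening dose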;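 also: His-tagged Mcl-1 with europium anti-His antibody binding Bid BH3 peptide; 0% = Mcl-1 plus peptide wells and 100% = peptide-only wells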
# * marks the source's active call; other numbers are inactive results. Rule as the data show it, unless noted: active = inhibition above about 40%.
1	CCCN(CCC)CCCNc1ccc(C(=O)Nc2cccc(OC)c2)cc1[N+](=O)[O-]
2	O=C(CCc1nc2cccnc2n1Cc1ccccc1)N1CCOCC1
3	CC(=O)N1CCN(S(=O)(=O)c2cccc(C(=O)NC3CCCc4ccccc43)c2)CC1 (stereo not drawn)
4	CC(=O)Cc1nsc(Nc2ccc(C)cc2)n1
5	COC(=O)c1nn(-c2ccccc2)c(Sc2ccccc2)c1/C=N/O
assay / compound	1	2	3	4	5
GSH bead fluor	21	31	21	12	21
RGS7-Gao reg	107	100	104	97	101
RGS4-Gao reg	91	103	104	99	98
Bfl-1 Bim block	-1	-8	-1	-4	-1
RGS8-Gao reg	97	104	105	98	97
Bim-Bcl-XL	-5	2	0	-1	-1
Bim-Mcl-1	1	0	-6	0	2
Bcl-B Bim block	-4	-5	-2	-4	2
Bcl-W Bim block	0	0	-5	-2	0
Bim-Bcl-2	0	-7	-4	-5	-2
Mcl1 Bid PPI	3	3	-20	1	-23

# At a glance, 2 of the compounds above:
4	CC(=O)Cc1nsc(Nc2ccc(C)cc2)n1
5	COC(=O)c1nn(-c2ccccc2)c(Sc2ccccc2)c1/C=N/O
assay / compound	4	5
GSH bead fluor	12	21
RGS7-Gao reg	97	101
RGS4-Gao reg	99	98
Bfl-1 Bim block	-4	-1
RGS8-Gao reg	98	97
Bim-Bcl-XL	-1	-1
Bim-Mcl-1	0	2
Bcl-B Bim block	-4	2
Bcl-W Bim block	-2	0
Bim-Bcl-2	-5	-2
Mcl1 Bid PPI	1	-23

# Returning to the listing with the 4 entries that preceded the break.
2	O=C(CCc1nc2cccnc2n1Cc1ccccc1)N1CCOCC1
3	CC(=O)N1CCN(S(=O)(=O)c2cccc(C(=O)NC3CCCc4ccccc43)c2)CC1 (stereo not drawn)
4	CC(=O)Cc1nsc(Nc2ccc(C)cc2)n1
5	COC(=O)c1nn(-c2ccccc2)c(Sc2ccccc2)c1/C=N/O
6	O=C1c2ccccc2-c2c1nc1c([n+]2[O-])CCCC1
7	COc1cc(/C=N\n2nnnc2N)ccc1OCc1ccc(F)cc1
8	C=CCN(C(=O)CNC(=O)c1ccco1)C(C(=O)NC1CCCC1)c1cccs1 (stereo not drawn)
9	CCCc1nc2ccc(NC(=O)NCCC(=O)OCC)cc2c(=O)n1Cc1cccc(Cl)c1
10	CC(=O)NCCn1c(SCc2ccccc2F)nc2ccccc2c1=O
assay / compound	2	3	4	5	6	7	8	9	10
GSH bead fluor	31	21	12	21	41	19	16	26	9
RGS7-Gao reg	100	104	97	101	102	96	128	100	105
RGS4-Gao reg	103	104	99	98	104	95	110	102	93
Bfl-1 Bim block	-8	-1	-4	-1	-12	-8	-11	-17	-2
RGS8-Gao reg	104	105	98	97	102	96	117	100	101
Bim-Bcl-XL	2	0	-1	-1	-11	-3	0	-7	0
Bim-Mcl-1	0	-6	0	2	0	4	1	-1	-3
Bcl-B Bim block	-5	-2	-4	2	-7	-4	-5	-10	0
Bcl-W Bim block	0	-5	-2	0	0	0	0	0	-3
Bim-Bcl-2	-7	-4	-5	-2	-7	-5	-3	-9	-5
Mcl1 Bid PPI	3	-20	1	-23	-3	11	-17	9	-15

11	O=C(CCc1ccc(S(=O)(=O)N2CCOCC2)cc1)Nc1ccc2ccccc2c1
12	COc1ccc2nc(/C(C#N)=C\c3ccc(Oc4ccc([N+](=O)[O-])cn4)cc3)[nH]c2c1
13	CCOC(=O)c1ccc(Oc2nc(N(C)C)nc(N(C)C)n2)cc1
14	CCc1noc(C)c1C(=O)N1CCCC(C(=O)c2cc(F)ccc2OC)C1 (stereo not drawn)
15	C=CCOc1nc2c(c(=O)n(C)c(=O)n2C)n1Cc1c(Cl)cccc1Cl
assay / compound	11	12	13	14	15
GSH bead fluor	9	11	7	9	25
RGS7-Gao reg	91	97	101	96	106
RGS4-Gao reg	89	97	101	99	103
Bfl-1 Bim block	-8	1	-6	-2	-24
RGS8-Gao reg	93	101	100	102	101
Bim-Bcl-XL	-1	-2	0	-5	-10
Bim-Mcl-1	0	2	0	-3	-4
Bcl-B Bim block	-5	-6	-4	-1	-8
Bcl-W Bim block	6	6	0	-2	-5
Bim-Bcl-2	-2	2	-1	2	-14
Mcl1 Bid PPI	-30	58*	-35	-19	-15

16	c1ccc(-c2nnc3ccc(N4CCCC4)nn23)cc1
17	CC12CN3CCN(CC(C3)C1(O)CN1CCOCC1)C2 (stereo not drawn)
18	Oc1ccccc1C1N=C(c2ccccc2)NC(c2ccccc2)=N1
19	CN1CCN(C(=S)c2cn(CCOc3ccccc3)c3ccccc23)CC1
20	COc1ccc([N+](=O)[O-])cc1NC(=O)CSc1nccc(C)n1
21	C/C=C/c1ccc(Oc2nnnn2-c2ccc(C(=O)O)cc2)c(OC)c1
22	Cc1ccc2c(c1)N(CCC(=O)NC(C)C)C(=O)CO2
23	CCN(CC)S(=O)(=O)C1CCS(=O)(=O)C1 (stereo not drawn)
assay / compound	16	17	18	19	20	21	22	23
GSH bead fluor	25	12	39	28	13	22	12	242*
RGS7-Gao reg	96	106	104	105	98	98	101	85
RGS4-Gao reg	98	114	102	101	68	96	102	82
Bfl-1 Bim block	-10	-3	-7	3	-3	11	-10	0
RGS8-Gao reg	97	107	102	102	100	92	101	91
Bim-Bcl-XL	-1	0	-4	0	-1	13	-6	-33
Bim-Mcl-1	3	-1	-2	-14	1	9	-2	3
Bcl-B Bim block	-6	1	-3	3	-10	7	-5	2
Bcl-W Bim block	0	0	2	-5	0	6	0	2
Bim-Bcl-2	-7	-10	-6	-3	1	8	-7	3
Mcl1 Bid PPI	-14	-38	-103	-22	-13	27	0	-33

# High-throughput results as filed in PubChem.
